CD40 NFkB inh – inhibitors of CD40-induced NF-kB signaling, primary screen, BL2 cells, luciferase reporter, single point; CD40L-induced, 4 h; inhibition, % at 10 µM; 83,000 compounds, 0.94% hits;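 active = mean inhibition of at least 50% with a set share of replicates also reaching that level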;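 note: 0% = neutral control wells and 100% = IKK inhibitor VII at 50 µM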
Starred values were filed as active, the others as inactive; [ ] = remark or other dose.

SMILES	CD40 NFkB inh
CC(=O)Nc1cc(C)c(S(C)(=O)=O)c(C)c1	12.2
Cc1cc(C(=O)CCC(=O)N(C)CC(=O)Nc2c(Cl)cccc2Cl)c(C)s1	4.7
CCOC(=O)c1c(C)[nH]c(C(=O)O)c1C	15.2
O=C(CC1CC2CCC1C2)NCc1cccs1 (stereo unspecified)	-22.9
COc1cccc(-c2ccc(NC(=O)C3CCCN(Cc4ccc(CO)o4)C3)cc2)c1 (stereo unspecified)	-9.2
CCn1ccnc1CN(C)Cc1c(C(=O)N2CCCCCCC2)nc2ccc(Cl)cn12	-1.6
Cc1ccc(-c2cnc3c(c2)C(=O)N([C@H](C)CO)C[C@@H](C)[C@H](CN(C)C(=O)CN(C)C)O3)cc1	-19.5[25 µM]
N#Cc1ccc(-c2ccc([C@H]3[C@@H](CO)N4C(=O)CNC[C@H]34)cc2)cc1	-10.6[25 µM]
COc1ccccc1C(=O)COC(=O)c1c(-c2ccccc2)noc1C	15.4
CC(C)(CNC(=O)c1cccc(S(=O)(=O)Nc2ccc(Br)cc2)c1)N1CCOCC1	-12.1
O=C(O)C(CCc1ccccc1)N1CCOCC1 (stereo unspecified)	2.0
Cc1cc(C)c(NC(=O)COC(=O)C23CC4CC(CC(O)(C4)C2)C3)c(Cl)c1	-3.6
Cc1noc(C)c1S(=O)(=O)N(C)C[C@@H]1Oc2c(NC(=O)c3ccc(-c4nccs4)cc3)cccc2C(=O)N([C@H](C)CO)C[C@@H]1C	6.0[25 µM]
Cc1ccccc1-c1ccccc1[C@H]1[C@@H](C#N)N(C(=O)c2ccc(F)cc2)[C@H]1CO	12.5[25 µM]
Cc1ccccc1S(=O)(=O)N1CCCCN2[C@H](C1)[C@@H](c1ccc(-c3cccnc3)cc1)[C@@H]2CO	10.4[25 µM]
O=C(Nc1ccccc1)Nc1ccc(S(=O)(=O)N2CCCCC2)cc1	5.5
C/C(CC(=O)Nc1ccc(N(C)C)cc1)=N\NC(=O)c1ccccn1	-57.2
CN(C(=O)c1cncc(Br)c1)C1C2CC3CC(C2)CC1C3 (stereo unspecified)	-27.6
CCCNC(=O)N1CC2(C1)[C@@H](c1ccccc1)[C@H](CO)N2C(=O)CC1CC1	-7.2[25 µM]
O=C(N[C@H]1C=C[C@H](CC(=O)N2CCN(c3ccccc3)CC2)O[C@@H]1CO)c1ccccc1	-2.1[25 µM]
O=C(C[C@@H]1CC[C@H]2NC[C@@H](O)COC[C@@H]2O1)NCc1ccc2c(c1)OCO2	1.3[25 µM]
CC(=O)c1c(C)[nH]c(C(=O)OCC(=O)c2c[nH]c3ccccc23)c1C	-36.9
Cc1nn(-c2ccccc2)c(C)c1NC(=O)COC(=O)c1cc(Br)ccc1O	23.0
CN(C)C(=O)c1ccc(-c2ccc([C@H]3[C@H](CO)N4C(=O)CN(C(=O)CC5CC5)C[C@@H]34)cc2)cc1	-19.8[25 µM]
CNC[C@@H]1Oc2cc(C#CC(C)C)ccc2S(=O)(=O)N([C@H](C)CO)C[C@H]1C	-2.6[25 µM]

Brought forward from above: 4 compounds; new compounds follow.
SMILES	CD40 NFkB inh
CC(=O)c1c(C)[nH]c(C(=O)OCC(=O)c2c[nH]c3ccccc23)c1C	-36.9
Cc1nn(-c2ccccc2)c(C)c1NC(=O)COC(=O)c1cc(Br)ccc1O	23.0
CN(C)C(=O)c1ccc(-c2ccc([C@H]3[C@H](CO)N4C(=O)CN(C(=O)CC5CC5)C[C@@H]34)cc2)cc1	-19.8[25 µM]
CNC[C@@H]1Oc2cc(C#CC(C)C)ccc2S(=O)(=O)N([C@H](C)CO)C[C@H]1C	-2.6[25 µM]
C[C@@H]1CN([C@@H](C)CO)C(=O)c2cccc(NC(=O)c3ccncc3)c2O[C@@H]1CN(C)S(=O)(=O)c1ccccc1	-1.1[25 µM]
NC(=O)c1ccsc1NC(=O)CSc1n[nH]c(N)n1	-9.6
CN(C)CCCN(C(=O)c1ccc2ccccc2c1)c1nc2cc3c(cc2s1)OCO3	23.4
CCOC(=O)C1=NOC(CNc2ncc(C(F)(F)F)cc2Cl)C1 (stereo unspecified)	12.8
CCNC(=O)NC(=O)COC(=O)C1CSC2(C)CCC(=O)N12 (stereo unspecified)	5.8
Cc1nc2ccccc2c2c1C(=O)N(C1CCCCCCC1)C2=O	-2.7
O=C(c1cccc(S(=O)(=O)N2CCCC2)c1)N1CCN(Cc2ccccc2)CC1	9.8
CCCN(CCC)CCCNC(=O)C(NS(=O)(=O)c1ccc2c(c1)CCC(=O)N2)c1ccccc1 (stereo unspecified)	1.3
Nc1c(NCCCN2CCOCC2)c2ccccc2oc1=O	6.7
CC(=O)c1cccc(NC(=O)C2CC(=O)N(CCc3ccccc3)C2)c1 (stereo unspecified)	0.8
Cc1cccnc1NC(=O)c1ccc2c(c1)OCCO2	-30.2
COC(=O)c1ccc(NC(C)C(=O)OC)c([N+](=O)[O-])c1 (stereo unspecified)	-8.5
CN1CCN(C(=O)C2CCN(c3ncc(C(F)(F)F)cc3Cl)CC2)CC1	11.4
CN(C(=O)COC(=O)/C=C/c1cccs1)C1CCCCC1	-70.3
O=C(Cn1c(C(=O)NCc2ccco2)cc2sccc21)c1ccccc1	-3.9
C[C@H]1CN([C@@H](C)CO)S(=O)(=O)c2ccc(C#CC3(O)CCCC3)cc2O[C@H]1CN(C)C(=O)Nc1cccc(F)c1	14.5[25 µM]
Cc1cc(C)nc(CCNC(=O)CC2C(=O)NCCN2Cc2ccccc2)n1 (stereo unspecified)	0.5
Cn1c(=O)c2c(-c3ccccc3)n(N3CCOCC3)cc2n(C)c1=O	18.9
Cc1c[nH]c(=O)n(CCCN2CCN(c3ccccc3OCC(F)(F)F)CC2)c1=O	-9.3[25 µM]
Cn1c(=O)n(C)c2cc(CNc3ccc(N4CCOCC4)c(C(=O)O)c3)ccc21	-3.9
NCC1C2CCC(O2)C1CO (stereo unspecified)	11.5
Cc1cccc(S(=O)(=O)N2CC[C@@H]3[C@H](CO)Nc4ccc(-c5ccccc5F)cc4[C@@H]32)c1	27.4[25 µM]
C[C@H](CO)N1C[C@H](C)[C@@H](CN(C)Cc2ccc(Oc3ccccc3)cc2)Oc2ccc(N(C)C)cc2C1=O	7.1[25 µM]
CCOC(=O)N1CCN(C(=O)CNC2CCCCCCC2)CC1	29.5
O=C(O)c1ccc(CSc2nnc(-c3ccncc3)n2-c2ccc(Cl)cc2)cc1	7.3
New compounds follow
SMILES	CD40 NFkB inh
O=C(c1cccc(F)c1)N1CCCCN2[C@H](CO)[C@H](c3ccc(C#CC4(O)CCCC4)cc3)[C@H]2C1	-13.2[25 µM]
Cc1nn(C)cc1NC(=O)C[C@@H]1CC[C@H]2[C@H](COc3ccc(NC(=O)C4CCOCC4)cc3C(=O)N2C)O1	-4.5[25 µM]
O=C(NCCc1ccccc1)C1CCN(S(=O)(=O)N2CCOCC2)CC1	-29.4
CCC(C)NS(=O)(=O)c1ccc(NC(=O)Cc2ccc(OC)cc2)cc1 (stereo unspecified)	16.8
O=C(CN1CCOCC1)N1CCCCN2[C@H](C1)[C@H](c1ccc(/C=C/c3ccccc3)cc1)[C@@H]2CO	-4.6[25 µM]
CNC[C@@H]1OCc2cn(nn2)CCCC(=O)N([C@@H](C)CO)C[C@H]1C	-0.4[25 µM]
COc1ccc(NC(=O)CN2c3cccc4cccc(c34)S2(=O)=O)cc1OC	22.4
CC1(C)C(=O)OC(c2cccs2)C2(CCCCC2)C1=O (stereo unspecified)	0.6
Cc1cc(C)n(-c2ccc(NC(=O)C3CCN(Cc4ccc(C)o4)CC3)cc2)n1	5.3
Cc1cc(C)n2c(SCC(=O)Nc3cccc(S(N)(=O)=O)c3)nnc2n1	3.8
Cc1ccc(NC(=O)CCC(=O)OCC(F)(F)C(F)F)cc1	4.7
COc1ccc(CNC(=O)C2CC(C)=C(C)CC2C(=O)O)cc1 (stereo unspecified)	-1.8
Cc1cc(N2CCCCCC2)nc(-c2ccccc2O)n1	-7.4
CCOC(=O)N1CCN(C(=O)CCCn2c(=O)[nH]c3ccccc3c2=O)CC1	2.7
Cc1ccc(SCCNCc2ccco2)cc1	-4.3
CC1CN(C(=O)CCC(=O)NCc2ccccc2)c2ccccc2O1 (stereo unspecified)	4.8
Cc1nc2ccc(S(=O)(=O)NC(C(=O)Nc3nccs3)C(C)C)cc2s1 (stereo unspecified)	9.3
O=C(N[C@H]1CCCCNC1=O)c1cc(COc2ccc(F)cc2F)on1	-61.9
CC(C)NC(=O)N1CCCCN2[C@H](C1)[C@@H](c1ccc(C#C[C@@H](C)O)cc1)[C@@H]2CO	7.0[25 µM]
CN(Cc1c(C(=O)N2CCc3ccccc3C2)nc2ccc(Cl)cn12)C(C1CC1)C1CC1	7.4
CCCC(=O)NC(C)c1nc2ccccc2[nH]1 (stereo unspecified)	16.3
CCCNC(=O)N1[C@H](CO)[C@@H]2c3ccccc3N(C(=O)c3ccncc3)C[C@@H]21	8.9[25 µM]
COc1ccc2c3c([nH]c2c1)[C@H](CO)N(S(=O)(=O)c1ccc(C)cc1)CC31CCN(Cc2nccs2)CC1	16.5[25 µM]
COCCNC(=O)C1CCN(S(=O)(=O)c2ccc3c(c2)OCCO3)CC1	-3.2
O=C(Cc1cccc(C(F)(F)F)c1)Nc1cc(S(=O)(=O)N2CCOCC2)ccc1N1CCCC1	-0.5
The results go on.
SMILES	CD40 NFkB inh
CCC(=O)N1CCC1(C)C(=O)Nc1cccc2cccnc12 (stereo unspecified)	4.1
CC(C)NC(=O)N(C)C[C@@H]1OCc2ccccc2-c2c(n(C)c3ccccc23)C(=O)N([C@H](C)CO)C[C@@H]1C	-7.8
O=C(c1ccc2c(c1)OCCO2)N1CCN(c2ccc([N+](=O)[O-])cc2)CC1	4.8
O=C(O)c1ccc(OCC(O)Cn2cnc3ccccc32)cc1 (stereo unspecified)	-0.1
COc1ccccc1NS(=O)(=O)c1cccc(C(=O)N2CCCCCCC2)c1	-1.1
COc1ccc(CCC(=O)Nc2nc(-c3ccncc3)cs2)cc1	-7.7
CC(C)CN(C(=O)COC(=O)c1nc(Cl)ccc1Cl)C1CCS(=O)(=O)C1 (stereo unspecified)	-4.0
COc1ccccc1CNC(=O)c1cc(S(=O)(=O)N2CCN(c3ccccc3)CC2)ccc1Cl	3.1
Cc1cc(NCCCn2ccnc2)n2ncc(-c3ccc(Cl)cc3)c2n1	14.9
O=c1cc(-c2ccccc2)nc(Cc2c(Cl)cccc2Cl)[nH]1	4.5
C/C=C/c1ccc([C@@H]2[C@H](CO)N[C@H]2CN(CC)C(=O)CN2CCOCC2)cc1	0.9[25 µM]
CCOc1ccc(NC(=O)COc2ccc(-n3cnnn3)cc2)cc1	3.2
CCC(C)NC(=O)Cn1nc([N+](=O)[O-])c(Cl)c1C (stereo unspecified)	-5.7
O=C(C[C@H]1CC[C@H]2NC[C@@H](O)COC[C@@H]2O1)NCCN1CCCCC1	-6.0[25 µM]
CSc1nc(C)cc(C)c1C#N	5.2
O=C(Nc1cccc(-c2nc3cccnc3s2)c1)c1ccco1	-28.5
O=C(c1cccc(F)c1)N1CC[C@@H]2[C@H](CO)Nc3ccc(C#CC4CC4)cc3[C@@H]21	-1.0[25 µM]
CCOC(=O)Cc1csc(NC(=O)CC(C)(C)CC(=O)O)n1	4.9
O=C(Nc1nccs1)[C@@H]1[C@@H](CO)[C@@H]2Cn3c(cccc3=O)[C@H]1N2C(=O)C1CC1	-8.8[25 µM]
COCCNC(=O)C1(C)CCN(C(=O)c2cc(C)nn2C(C)(C)C)C1 (stereo unspecified)	2.5
C[C@H]1CNC(=O)[C@H](Cc2ccc(C(F)(F)F)cc2)CCn2nncc2COC1	-0.1[25 µM]
O=C(O/N=C1/CCCc2occc21)c1ccccc1	-88.0
C[C@@H](O)C#Cc1ccc([C@@H]2[C@@H](CO)N3CCCCN(C(=O)c4ccncc4)C[C@@H]23)cc1	-8.4[25 µM]
Cc1noc(C)c1COC(=O)c1ccc(S(=O)(=O)N2CCCCC2)cc1	8.1
C[C@@H]1CN([C@@H](C)CO)C(=O)c2ccccc2-c2ccccc2CO[C@H]1CN(C)C(=O)CCN(C)C	-4.3

Two records picked at random from the list so far, as already listed:
SMILES	CD40 NFkB inh
O=C(Nc1cccc(-c2nc3cccnc3s2)c1)c1ccco1	-28.5
CCC(C)NC(=O)Cn1nc([N+](=O)[O-])c(Cl)c1C (stereo unspecified)	-5.7

Look-ups from the entries so far:
`CC(C)NC(=O)N1CCCCN2[C@H](C1)[C@@H](c1ccc(C#C[C@@H](C)O)cc1)[C@@H]2CO` in CD40 NFkB inh: 7.0[25 µM]
`COc1ccccc1CNC(=O)c1cc(S(=O)(=O)N2CCN(c3ccccc3)CC2)ccc1Cl` in CD40 NFkB inh: 3.1
`O=C(Cn1c(C(=O)NCc2ccco2)cc2sccc21)c1ccccc1` in CD40 NFkB inh: -3.9
`O=C(Nc1ccccc1)Nc1ccc(S(=O)(=O)N2CCCCC2)cc1` in CD40 NFkB inh: 5.5

(further entries)
SMILES	CD40 NFkB inh
CCN(CC(=O)Nc1ccc(NC(C)=O)cc1)C(=O)/C=C/c1cn(-c2ccccc2)nc1-c1cccs1	6.8
CCc1nc(N2[C@H](CO)[C@H](c3ccccc3-c3ccc(F)cc3)[C@@H]2C#N)sc1C	-2.0[25 µM]
O=C(NCCS(=O)(=O)N1CCN(c2ccccc2)CC1)c1ccccc1F	0.4
C[C@@H]1CN([C@H](C)CO)C(=O)Cc2cc(NC(=O)CCC(F)(F)F)ccc2O[C@H]1CN(C)S(C)(=O)=O	15.2
O=C(OCc1cc(=O)n2ccsc2n1)c1ccccc1O	-65.0
O=C(NCCCN1CCOCC1)c1cc(-c2ccccc2)nc2ccccc12	0.5
CN(CC(=O)Nc1cccc(F)c1)C(=O)c1ccc(OCc2ccccc2)cc1	1.8
CN(C)CCN(C(=O)c1ccc2ccccc2c1)c1nc2cc3c(cc2s1)OCCO3	-1.6
CCOc1ccc(NC(=O)CSc2nc(=O)n(Cc3ccccn3)c3c2CCC3)cc1	-8.3

An excerpt from above in order of their number in CD40 NFkB inh, smallest number first.
SMILES	CD40 NFkB inh
O=C(OCc1cc(=O)n2ccsc2n1)c1ccccc1O	-65.0
O=C(NCCS(=O)(=O)N1CCN(c2ccccc2)CC1)c1ccccc1F	0.4
O=C(NCCCN1CCOCC1)c1cc(-c2ccccc2)nc2ccccc12	0.5
C[C@@H]1CN([C@H](C)CO)C(=O)Cc2cc(NC(=O)CCC(F)(F)F)ccc2O[C@H]1CN(C)S(C)(=O)=O	15.2

Source: PubChem BioAssay (Broad Institute)

A portion of the library. The share of hits here may be higher or lower than overall.
